Screening data: PubChem, Broad Institute
IDE exosite inh – insulin-degrading enzyme (human) exo-site inhibition; P14735; purified IDE, FL-6b probe fluorescence polarization; active compounds read low; z-score at 20 µM; 6.3% of 17,000 active; AID 1259349;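 active = z-score of -3 or lower, meaning strong loss of probe binding signal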;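 note: His-tagged human IDE residues 42-1019 made in E. coli with 30 nM FL-6b probe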
Target sequence (P14735 42-1019 limits assumed): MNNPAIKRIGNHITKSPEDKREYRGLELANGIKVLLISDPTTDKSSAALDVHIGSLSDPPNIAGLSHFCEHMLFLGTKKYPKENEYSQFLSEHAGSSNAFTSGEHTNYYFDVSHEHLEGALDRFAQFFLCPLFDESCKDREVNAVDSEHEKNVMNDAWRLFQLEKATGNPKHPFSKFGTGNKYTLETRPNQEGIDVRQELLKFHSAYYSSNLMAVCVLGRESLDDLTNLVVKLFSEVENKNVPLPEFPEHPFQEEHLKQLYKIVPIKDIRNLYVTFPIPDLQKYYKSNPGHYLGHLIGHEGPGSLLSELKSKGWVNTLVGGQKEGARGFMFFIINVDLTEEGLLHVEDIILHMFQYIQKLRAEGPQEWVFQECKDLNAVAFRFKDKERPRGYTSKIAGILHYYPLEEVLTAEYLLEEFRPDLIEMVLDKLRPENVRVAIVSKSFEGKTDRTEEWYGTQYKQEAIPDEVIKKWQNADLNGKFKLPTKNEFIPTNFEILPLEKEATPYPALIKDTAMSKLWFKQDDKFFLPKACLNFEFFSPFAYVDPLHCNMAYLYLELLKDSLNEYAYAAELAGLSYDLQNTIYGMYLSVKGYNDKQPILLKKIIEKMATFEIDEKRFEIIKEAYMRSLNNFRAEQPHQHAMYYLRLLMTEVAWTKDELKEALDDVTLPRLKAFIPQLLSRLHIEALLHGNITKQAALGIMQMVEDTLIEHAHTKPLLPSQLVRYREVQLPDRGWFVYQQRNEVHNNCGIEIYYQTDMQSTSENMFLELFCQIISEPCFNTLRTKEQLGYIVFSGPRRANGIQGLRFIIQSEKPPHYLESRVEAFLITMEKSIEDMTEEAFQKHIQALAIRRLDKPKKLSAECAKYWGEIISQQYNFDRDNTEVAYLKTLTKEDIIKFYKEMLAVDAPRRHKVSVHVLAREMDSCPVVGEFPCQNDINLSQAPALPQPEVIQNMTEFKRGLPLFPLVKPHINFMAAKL
* marks the source's active call; other numbers are inactive results; & = joins results of further samples. An excerpt; the hit share may differ from the screen's.

Preview (6 entries):
SMILES | IDE exosite inh
O=C(C[C@H]1CC[C@H](NS(=O)(=O)c2ccc(F)cc2)[C@H](CO)O1)N1CCN(c2ccccc2)CC1 | 3.57
CCC(=O)N1[C@H](C#N)[C@H](c2ccccc2-c2cccc(C)c2)[C@H]1CO | 0.986
N#C[C@@H]1[C@H](c2ccccc2)[C@@H](CO)N1S(=O)(=O)c1ccc(-c2ccccc2)cc1 | 2.39
N#C[C@@H]1[C@@H](c2ccc(C#Cc3ccccc3F)cc2)[C@@H](CO)N1C(=O)c1cccnc1 | -1.74
COc1ccc(CNC(=O)C[C@H]2C=C[C@@H](NC(=O)c3cccc(F)c3)[C@H](CO)O2)cc1 | 0.203
N#C[C@@H]1[C@H](c2ccc(C#CC3CCCCC3)cc2)[C@H](CO)N1C(=O)Nc1ccc(F)cc1 | 6.4

Results, repeating the preview:
SMILES | IDE exosite inh
O=C(C[C@H]1CC[C@H](NS(=O)(=O)c2ccc(F)cc2)[C@H](CO)O1)N1CCN(c2ccccc2)CC1 | 3.57
CCC(=O)N1[C@H](C#N)[C@H](c2ccccc2-c2cccc(C)c2)[C@H]1CO | 0.986
N#C[C@@H]1[C@H](c2ccccc2)[C@@H](CO)N1S(=O)(=O)c1ccc(-c2ccccc2)cc1 | 2.39
N#C[C@@H]1[C@@H](c2ccc(C#Cc3ccccc3F)cc2)[C@@H](CO)N1C(=O)c1cccnc1 | -1.74
COc1ccc(CNC(=O)C[C@H]2C=C[C@@H](NC(=O)c3cccc(F)c3)[C@H](CO)O2)cc1 | 0.203
N#C[C@@H]1[C@H](c2ccc(C#CC3CCCCC3)cc2)[C@H](CO)N1C(=O)Nc1ccc(F)cc1 | 6.4
COc1ccc2c3c(n(C)c2c1)[C@H](CO)N(C)CC31CCN(C(=O)CN2CCOCC2)CC1 | -0.66
Cc1noc(C)c1NC(=O)N1C[C@H](O)COC[C@H]2O[C@@H](CC(=O)N[C@H]3CCN(Cc4ccccc4)C3)CC[C@@H]21 | -1.65
COc1cccc(-c2ccc([C@@H]3[C@H](CO)N4C(=O)CN(C(=O)c5ccncc5)C[C@@H]34)cc2)c1 | -1.8
COc1cccc(C#Cc2ccc([C@H]3[C@@H](CO)N4C(=O)CN(C(=O)Cc5cccnc5)C[C@H]34)cc2)c1 | -2.02
O=C(Nc1ccccc1)N1CC(=O)N2[C@H](CO)[C@H](c3ccc(-c4ccc(F)cc4)cc3)[C@H]2C1 | 2.39
O=C(CC1CC1)N1CC(=O)N2[C@H](CO)[C@@H](c3ccc(C#Cc4ccccc4)cc3)[C@@H]2C1 | -7.65*
C/C=C/c1ccc([C@@H]2[C@@H](CO)N3CCCCN(S(=O)(=O)c4cccc(C)c4)C[C@@H]23)cc1 | 3.52
CO[C@@H]1CN(C)C(=O)c2ccc(NS(=O)(=O)c3c(C)noc3C)cc2OC[C@@H](C)NC[C@@H]1C | 1.46&-0.268
CN1C(=O)c2cc(NC(=O)c3cccc(F)c3)ccc2OC[C@@H]2O[C@@H](CC(=O)NCC3CCCCC3)CC[C@@H]21 | 0.623

Random excerpt: two compounds from above, in no set order.
SMILES | IDE exosite inh
C/C=C/c1ccc([C@@H]2[C@@H](CO)N3CCCCN(S(=O)(=O)c4cccc(C)c4)C[C@@H]23)cc1 | 3.52
COc1ccc(CNC(=O)C[C@H]2C=C[C@@H](NC(=O)c3cccc(F)c3)[C@H](CO)O2)cc1 | 0.203

(further entries)
SMILES | IDE exosite inh
CCCC(=O)N1CC2(CN(C(=O)NC(C)C)C2)c2c([nH]c3cc(OC)ccc23)[C@@H]1CO | -1.96
CCN(C[C@H]1N[C@H](CO)[C@H]1c1ccc(-c2cccc(C#N)c2)cc1)C(C)=O | 5.73
O=C(Nc1cccc(F)c1)N1CC(=O)N2[C@H](C1)[C@H](c1ccc(C#CCC3CCCC3)cc1)[C@@H]2CO | 4.26
CC(C)C#Cc1ccc([C@H]2[C@@H](CO)N3C(=O)CN(C(=O)NC4CCCC4)C[C@H]23)cc1 | -1.81
C/C=C/c1ccc([C@H]2[C@H](CO)N[C@H]2CN(CC)C(=O)c2ccccn2)cc1 | 3.58
COc1ccccc1CNC(=O)C[C@@H]1CC[C@H]2[C@H](COc3ccc(NC(C)=O)cc3C(=O)N2C)O1 | -1.98
O=C(Nc1ccccc1)N1CC(=O)N2[C@H](CO)[C@H](c3ccc(-c4ccc(F)cc4)cc3)[C@@H]2C1 | 2.47
CCN1CC(=O)N2[C@H](CO)[C@H](c3ccc(Br)cc3)[C@H]2C1 | 1.08
COc1ccc(C[C@@H]2CCn3nncc3COCCCNC2=O)cc1 | -0.479
O=C(Nc1ccccc1F)N1CCCCN2[C@H](CO)[C@@H](c3ccc(-c4cccnc4)cc3)[C@@H]2C1 | -1.46
O=C(Nc1cccc(F)c1)N1CCCCN2[C@@H](CO)[C@@H](c3ccc(C#Cc4ccccc4)cc3)[C@@H]2C1 | 0.00922
CC(C)(O)C#Cc1ccc([C@@H]2[C@@H](CO)N3CCCCN(C(=O)c4ccc(F)cc4)C[C@H]23)cc1 | 1.4
CC(C)[C@@H]1C/C=C\CCNC(=O)[C@@H](C)CC(=O)N1 | 1.04
CC(C)NC[C@H]1[C@H](c2ccc(C3=CCCCC3)cc2)[C@@H](CO)N1C(=O)NC(C)C | 5.75
CCNC(=O)c1cc2c(c(-c3cccc(-c4cncnc4)c3)n1)[C@@H](CCO)N(C(C)=O)C2 | 0.0595
O=C(c1ccc(F)cc1)N1CC(=O)N2[C@H](CO)[C@H](c3ccc(C#CCC4CCCC4)cc3)[C@H]2C1 | -0.675
Cc1ccccc1S(=O)(=O)N1CC(=O)N2[C@H](C1)[C@H](c1ccc(C#CCC(C)C)cc1)[C@@H]2CO | 1.93
O=C(Nc1cccc(F)c1)N1CCCCN2[C@H](CO)[C@@H](c3ccc(C#Cc4ccccc4)cc3)[C@@H]2C1 | 0.289
N#C[C@@H]1[C@H](c2ccccc2C2=CCCCC2)[C@H](CO)N1C(=O)C1CCOCC1 | 2.17
O=C(NC1CCCC1)N1CC(=O)N2[C@H](C1)[C@@H](c1ccc(/C=C/c3ccccc3)cc1)[C@@H]2CO | 0.841
CCCC(=O)Nc1ccc2c(c1)C(=O)N(C)C[C@@H](OC)[C@H](C)CN(Cc1ccc(F)cc1)[C@H](C)CO2 | 0.239
COc1ccccc1NC(=O)N1C[C@@H]2[C@H](c3ccccc31)[C@H](CO)N2C(=O)C1CCCC1 | 2.92
O=C(Nc1ccccc1F)N1CC(=O)N2[C@H](CO)[C@H](c3ccc(C#Cc4ccccc4)cc3)[C@H]2C1 | -1.86
O=C(c1cccc(F)c1)N1CC(=O)N2[C@H](C1)[C@H](c1ccc(-c3ccccc3F)cc1)[C@@H]2CO | 0.925
COc1ccc2c3c(n(C)c2c1)[C@H](CO)N(C(=O)C1CC1)CC31CN(Cc2ccccc2OC)C1 | 1.46
O=C(C[C@@H]1CC[C@@H](NC(=O)c2cccnc2)[C@@H](CO)O1)NCc1ccc(Cl)c(Cl)c1 | 0.179
COc1ccccc1NC(=O)N1CC(=O)N2[C@@H](CO)[C@H](c3ccc(C#Cc4ccc(F)cc4)cc3)[C@@H]2C1 | 4.8
CCc1cnc(N2[C@H](C#N)[C@H](c3ccccc3-c3ccccc3C)[C@H]2CO)s1 | 0.00658
COCC#Cc1ccc([C@@H]2[C@H]3CN(C(=O)CN4CCOCC4)CC(=O)N3[C@H]2CO)cc1 | -0.128
COc1cccc(C(=O)Nc2ccc3c(c2)OC[C@H](C)N(CCc2ccccc2)C[C@H](C)[C@@H](OC)CN(C)C3=O)c1 | 0.088
COCC(=O)N1CCCCN2[C@H](C1)[C@@H](c1ccc(-c3ccc(F)cc3)cc1)[C@@H]2CO | 1.14
O=C(Nc1cc(F)ccc1F)N1CC(=O)N2[C@@H](CO)[C@H](c3ccc(-c4cccc(F)c4)cc3)[C@@H]2C1 | 1.15
N#C[C@@H]1[C@H](c2ccc(-c3cncnc3)cc2)[C@H](CO)N1C(=O)C1CC1 | 2.51
OC[C@H]1[C@@H](c2ccc(-c3cccc(F)c3)cc2)[C@H]2CN(CCC(F)(F)F)CCCCN21 | 2.01
Cc1ccc(S(=O)(=O)N(C)C[C@@H]2Oc3cc(C#CC4CCCC4)ccc3S(=O)(=O)N([C@@H](C)CO)C[C@@H]2C)cc1 | 0.635
CN1CCCCN2[C@H](CO)[C@@H](c3ccc(Br)cc3)[C@H]2C1 | 3.48
COc1ccc(CNC(=O)C[C@H]2C=C[C@@H](NC(=O)c3cccc(F)c3)[C@@H](CO)O2)cc1 | -0.817
C[C@@H]1CCCCO[C@H](CN(C)S(=O)(=O)c2ccc(F)cc2)[C@@H](C)CN([C@H](C)CO)C(=O)c2cc(N(C)C)ccc2O1 | 1.75
COCCNC(=O)C[C@H]1C[C@H]2c3cc(NC(=O)CN(C)C)ccc3O[C@H]2[C@@H](CO)O1 | -1.14
CO[C@@H]1CN(C)C(=O)c2cc(NC(C)=O)ccc2OC[C@H](C)N(C(=O)Cc2ccccn2)C[C@@H]1C | 0.0371
Cc1ccc(-c2ccccc2[C@@H]2[C@H](C#N)N(C(=O)Cc3cccnc3)[C@H]2CO)cc1 | 3.82
Cc1ccc(-c2ccc([C@@H]3[C@H]4CN(C(=O)c5ccncc5)CCCCN4[C@H]3CO)cc2)cc1 | -2.56
COc1cccc(S(=O)(=O)N2CCCCN3[C@H](CO)[C@H](c4ccc(C5=CCCCC5)cc4)[C@@H]3C2)c1 | 2.79
COc1cccc(C#Cc2ccc3c(c2)O[C@@H](CN(C)C(=O)CN2CCOCC2)[C@@H](C)CN([C@@H](C)CO)S3(=O)=O)c1 | -0.859
O=C(O)[C@H]1[C@H](CO)[C@H]2Cn3c(ccc(/C=C/c4ccccc4)c3=O)[C@H]2N1Cc1ccc2c(c1)OCO2 | -0.11
CCCC#Cc1ccc([C@@H]2[C@@H](C#N)N(C(=O)C3CCCCC3)[C@@H]2CO)cc1 | 1.3
CN(C)C(=O)c1cccc(-c2ccc([C@H]3[C@H](CO)N4CCCCN(CC5CCOCC5)C[C@@H]34)cc2)c1 | 1.77
COc1ccccc1C#Cc1ccc([C@H]2[C@@H](C#N)N(C(=O)C3CCCCC3)[C@@H]2CO)cc1 | -7.41*
CN(C)C(=O)c1ccc(-c2ccc([C@H]3[C@H]4CN(S(C)(=O)=O)CCCCN4[C@H]3CO)cc2)cc1 | 3.1
COc1cccc(NC(=O)N[C@H]2CC[C@@H](CC(=O)N3CCN(C)CC3)O[C@H]2CO)c1 | -0.457
C[C@H](CO)N1C[C@H](C)[C@H](CN(C)Cc2ccccc2C(F)(F)F)OCc2ccccc2-c2ccccc2C1=O | -0.214
CC(C)(C)S(=O)N1Cc2cc(C(=O)NCc3ccc4c(c3)OCO4)nc(-c3cccc(-c4cccc(F)c4)c3)c2[C@@H]1CCO (stereo not given in full) | 0.37
CNC[C@@H]1OCCCC[C@H](C)Oc2ccc(NS(=O)(=O)c3ccc(F)cc3)cc2C(=O)N([C@H](C)CO)C[C@@H]1C | 0.455
COc1ccc(C#Cc2ccc([C@H]3[C@@H](CO)N4CCCCN(Cc5ccncc5)C[C@@H]34)cc2)cc1 | 3.94
O=C(C[C@H]1CC[C@H]2[C@@H](COC[C@H](O)CN2Cc2cc(F)cc(F)c2)O1)Nc1nccs1 | -2.72
CN1C(=O)c2cc(NC(=O)c3ccc4c(c3)OCO4)ccc2OC[C@@H]2O[C@@H](CC(=O)O)CC[C@@H]21 | -1.36
COCC(=O)N1CC(=O)N2[C@H](CO)[C@H](c3ccc(C#Cc4cccnc4)cc3)[C@@H]2C1 | -1.29
CCN(C[C@H]1N[C@H](CO)[C@H]1c1ccc(-c2cccc(C#N)c2)cc1)C(=O)COC | 3.44
Cc1cccc(-c2ccc([C@H]3[C@@H](CO)N4CCCCN(S(=O)(=O)c5cccs5)C[C@H]34)cc2)c1 | 0.297
CC(C)CC#Cc1ccc([C@H]2[C@H]3CN(C(=O)CN4CCOCC4)CC(=O)N3[C@H]2CO)cc1 | 4.32

Some of the entries above, reformatted.
SMILES	IDE exosite inh
Cc1ccc(-c2ccc([C@@H]3[C@H]4CN(C(=O)c5ccncc5)CCCCN4[C@H]3CO)cc2)cc1	-2.56
Cc1ccc(S(=O)(=O)N(C)C[C@@H]2Oc3cc(C#CC4CCCC4)ccc3S(=O)(=O)N([C@@H](C)CO)C[C@@H]2C)cc1	0.635

Other structures:
SMILES | IDE exosite inh
O=C(NC[C@@H]1[C@H](c2ccccc2)[C@H](CO)N1CC1CCCC1)C1CC1 | 4.51
O=C(C1CCOCC1)N1CC(=O)N2[C@H](C1)[C@@H](c1ccc(-c3cccnc3)cc1)[C@@H]2CO | -1.39
C[C@H](O)C#Cc1ccc([C@H]2[C@@H](CO)N3CCCCN(S(=O)(=O)Cc4ccccc4)C[C@@H]23)cc1 | 1.44
CS(=O)(=O)N1CCCCN2[C@H](C1)[C@H](c1ccc(C3=CCCC3)cc1)[C@@H]2CO | 2.96
CS(=O)(=O)N1CC(=O)N2[C@H](CO)[C@@H](c3ccc(C#CC4CCCC4)cc3)[C@@H]2C1 | 3.71
Cc1nn(C)cc1NC(=O)C[C@@H]1CC[C@@H]2[C@H](COc3ccc(NC(=O)c4cccc(F)c4)cc3C(=O)N2C)O1 | -1.89
O=C(Nc1ccc(F)cc1)N1CC(=O)N2[C@@H](CO)[C@@H](c3ccc(C#Cc4ccccc4)cc3)[C@@H]2C1 | -1.83
CS(=O)(=O)N1CC(=O)N2[C@H](C1)[C@H](c1ccc(C#CCC3CCCC3)cc1)[C@@H]2CO | -0.57
N#C[C@H]1[C@@H](c2ccccc2-c2ccccc2F)[C@H](CO)N1C(=O)C1CCOCC1 | -0.418
COc1ccccc1C(=O)Nc1ccc2c(c1)C(=O)N(C)C[C@H](OC)[C@H](C)CN(C(C)=O)[C@H](C)CO2 | 2.32
COc1ccc(-c2ccc([C@@H]3[C@H](C#N)N(C(=O)C4CCCC4)[C@H]3CO)cc2)cc1 | -0.914
N#C[C@@H]1[C@@H](c2ccc(C#CC3CC3)cc2)[C@H](CO)N1C(=O)c1cccc(F)c1 | 5.54
C/C=C/c1ccc([C@H]2[C@@H](CO)N(C(C)=O)[C@H]2CN(C(=O)COC)C(C)C)cc1 | 2.37
Cn1cnc(S(=O)(=O)N2CCCCN3[C@H](C2)[C@H](c2ccc(C#CC4CCCC4)cc2)[C@@H]3CO)c1 | 3.62
